# ASAP1 GAP inh = blocks human ASAP1-stimulated Arf1 GTP hydrolysis; Q9ULH1; GDP FP detection; inhibition, % at 16.5 µM; 360,000 tested, 0.19% active; in the data active means inhibition above about 25%;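 further: 0% = vehicle with enzyme and substrate and 100% = no enzyme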
# DDE Tn7 FP inh = DD(E)-Tn7 binding inhibition, primary FP screen; P02675; FP displacement of FITC-Tn7 peptide from fibrin DD(E); 0% = median of compound wells per plate; inhibition, % at 8.3 µM; 370,000 tested, 0.13% active;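 active means inhibition above the mean of compounds falling within the control limits plus 3 SD of them, cut at about 14% in these data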;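 further: 0% = plate median of compound wells and 100% = 10 µM Aha-Tn7 peptide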
# Target sequence (P02675 whole entry, looked up): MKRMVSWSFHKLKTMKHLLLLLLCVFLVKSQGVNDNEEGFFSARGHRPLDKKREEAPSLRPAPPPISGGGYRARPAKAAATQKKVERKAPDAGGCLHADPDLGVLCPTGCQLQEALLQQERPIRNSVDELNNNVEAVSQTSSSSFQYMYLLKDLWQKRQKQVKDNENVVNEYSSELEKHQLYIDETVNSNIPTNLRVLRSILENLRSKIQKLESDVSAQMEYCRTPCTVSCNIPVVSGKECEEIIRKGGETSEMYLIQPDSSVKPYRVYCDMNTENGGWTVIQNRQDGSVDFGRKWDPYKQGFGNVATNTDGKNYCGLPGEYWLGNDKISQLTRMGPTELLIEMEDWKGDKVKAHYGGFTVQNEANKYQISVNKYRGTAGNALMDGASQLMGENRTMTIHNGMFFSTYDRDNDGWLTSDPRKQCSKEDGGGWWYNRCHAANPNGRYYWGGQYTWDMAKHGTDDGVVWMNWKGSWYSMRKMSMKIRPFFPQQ
#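 Assay system: Fibrin-DD(E) protein isolated from polymerized human fibrin clots; read-out basis: percent inhibition; medium: Tris/NaCl/CaCl2 buffer, pH 7.8; signal: FP measurement; incubation: 10 min plus 3 h, room temperature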
# proKLK7 act = activates the human kallikrein-7 zymogen. P49862. purified proKLK7, EDANS-DABCYL substrate fluorescence; 100% is mature enzyme control, 0% vehicle. activation, % at 7 µM. 370,000 tested, 0.9% active;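 active means activation above the mean of all tested compounds plus 3 SD, computed per campaign excluding outliers beyond control limits, cut at about 13% in these data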
# ADAM17 inh = inhibitors of human ADAM17 | 370,000 tested, 0.83% active | P78536 | recombinant ADAM17, EDANS/DABCYL FRET peptide cleavage | inhibition, % at 6.95 µM;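 active means inhibition above the mean of compounds lying between control limits plus 3 SD, set per campaign, cut at about 8.5% in these data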;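 further: 0% = DMSO-only wells as the low control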
# PLCg1 inh = PLC-gamma1 (human) inhibition, primary screen | P19174 | purified PLC-gamma1, fluorogenic substrate, fluorescence | inhibition, % at 12.2 µM | 370,000 tested, 0.84% active; in the data active means inhibition above about 9.5%
# DDE Tn6 FP inh = disrupts Tn6 cyclic peptide binding to fibrin D-Dimer-E complex | P02675 | Fibrin DD(E) TRITC-Tn6 fluorescence polarization displacement | inhibition, % at 8.3 µM | 370,000 tested, 0.21% active | AID 720509;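 active means inhibition above a per-campaign cutoff: mean of compounds within control limits plus 3 SD, cut at about 15% in these data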;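 further: 0% = median of all compound wells on the plate and 100% = blocking peptide control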
# ARFGAP1 inhibitor = inhibitors of rat ARFGAP1; 360,000 tested, 0.26% active; inhibition, % at 16.5 µM; Arfgap1-stimulated ARF1 GTP hydrolysis, GDP FP detection; AID 651572;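 active means inhibition above a per-plate limit, mean inhibition of low control wells plus 3 SD, cut at about 25% in these data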;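 further: 0% = DMSO wells with enzyme and 100% = wells lacking Arfgap1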
# Target sequence (Q62848 1-136 limits assumed): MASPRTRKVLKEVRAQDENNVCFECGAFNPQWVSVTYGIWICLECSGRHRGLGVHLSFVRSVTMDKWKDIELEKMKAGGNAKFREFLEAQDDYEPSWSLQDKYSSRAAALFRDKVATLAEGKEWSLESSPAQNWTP
#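 Replicates: Single well per compound | Assay system: Truncated rat Arfgap1 GAP domain | Control set: No-Arfgap1 wells (100%) versus DMSO full-reaction wells (0%) | Times: Enzyme reaction 120 min at 25 °C after 20 min preincubation | Reagent: Human ARF1(Δ1-17)-GTP substrate | Measured by: Tracer-displacement fluorescence polarization with EDTA stop, 620/688 nm | Measure: Percent inhibition of Arfgap1-stimulated GTP hydrolysis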
# LEDGF integ inh = blocks HIV-1 LEDGF/p75-dependent DNA integration; 370,000 tested, 0.64% active; TR-FRET IN-LEDGF/p75 DNA integration, Eu/Cy5; inhibition, % at 3.7 µM;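 active means inhibition above the screen-wide mean plus 3 SD, cut at about 13% in these data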;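 further: signal is the Cy5 over europium emission ratio at 671 and 618 nm; 0% = plate median of compound wells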
# TDP2 inh = TDP2 (human) inhibition, absorbance primary screen; recombinant TDP2, T5PNP hydrolysis, p-nitrophenol absorbance 415 nm; inhibition, % at 12.8 µM; 370,000 tested, 0.34% active;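 active means inhibition above the mean of all tested compounds plus 3 SD, set per campaign, cut at about 25% in these data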;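 further: 0% = DMSO with enzyme and 100% = buffer with substrate but no TDP2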
# Target sequence (O95551 whole entry, looked up): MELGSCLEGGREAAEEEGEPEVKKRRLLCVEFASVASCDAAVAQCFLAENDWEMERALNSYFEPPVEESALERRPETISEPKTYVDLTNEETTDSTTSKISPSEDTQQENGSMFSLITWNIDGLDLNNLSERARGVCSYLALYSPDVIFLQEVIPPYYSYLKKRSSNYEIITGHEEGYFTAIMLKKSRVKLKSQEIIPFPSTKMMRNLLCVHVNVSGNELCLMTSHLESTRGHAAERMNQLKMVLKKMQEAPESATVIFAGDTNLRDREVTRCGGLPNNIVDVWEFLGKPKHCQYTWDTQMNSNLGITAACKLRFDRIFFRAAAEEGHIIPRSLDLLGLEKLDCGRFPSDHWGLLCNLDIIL
#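 Material: recombinant human TDP2; quantity: TDP2 enzyme at 120 nM final; medium: Tris-HCl pH 7.5 with MgCl2; compound: single concentration, 12.8 µM nominal, with 1% DMSO; incubation: 2 h enzyme incubation at 37 °C; signal: epi absorbance; measure: percent inhibition; benchmarks: high control without enzyme, low control DMSO plus TDP2; repeats: singlicate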
# ADAM10 inh = inhibits human ADAM10; AID 720582; recombinant ADAM10, EDANS/DABCYL FRET peptide cleavage, 3 h; 370,000 tested, 0.62% active; inhibition, % at 7 µM; O14672;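 active means inhibition above a per-campaign cutoff equal to the mean of compounds falling between control-based bounds plus 3 SD, cut at about 20% in these data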;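 further: 0% = DMSO wells while the 100% control is not disclosed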
# Numbers without * were called inactive; / = not tested or not shown.
# The first 3 records, to show the layout:
# Values run as follows: ASAP1 GAP inh	DDE Tn7 FP inh	proKLK7 act	ADAM17 inh	PLCg1 inh	DDE Tn6 FP inh	ARFGAP1 inhibitor	LEDGF integ inh	TDP2 inh	ADAM10 inh
1: COC(=O)c1cc(S(=O)(=O)N2CCCCC2)ccc1N1CCOCC1
    -4	-4	-0.4	-2	-1	3	-6	-7	-11	-4
2: COc1ccc(C(CCN2CCCCC2)c2c(OC)cc(OC)c3c(-c4ccccc4)cc(=O)oc23)cc1 (stereo unspecified)
    -4	1	-3.1	-3	-130	5	5	0	-4	-7
3: O=C(CSc1nc2ccccc2nc1N1CCCCC1)NCc1ccc(Cl)cc1Cl
    /	-3	0.1	-3	-1	3	/	2	-1	2

# The list itself, from the start:
# Values run as follows: ASAP1 GAP inh	DDE Tn7 FP inh	proKLK7 act	ADAM17 inh	PLCg1 inh	DDE Tn6 FP inh	ARFGAP1 inhibitor	LEDGF integ inh	TDP2 inh	ADAM10 inh
1: COC(=O)c1cc(S(=O)(=O)N2CCCCC2)ccc1N1CCOCC1
    -4	-4	-0.4	-2	-1	3	-6	-7	-11	-4
2: COc1ccc(C(CCN2CCCCC2)c2c(OC)cc(OC)c3c(-c4ccccc4)cc(=O)oc23)cc1 (stereo unspecified)
    -4	1	-3.1	-3	-130	5	5	0	-4	-7
3: O=C(CSc1nc2ccccc2nc1N1CCCCC1)NCc1ccc(Cl)cc1Cl
    /	-3	0.1	-3	-1	3	/	2	-1	2
4: COc1ccc(-c2csc(N(CCCN(C)C)C(=O)c3ccc(C(C)(C)C)cc3)n2)cc1
    3	4	1.0	-1	1	5	6	-3	-13	-5
5: CC(C)c1ccc(NC(=O)Nc2nc(C(N)C(C)C)cs2)cc1 (stereo unspecified)
    7	3	0.1	0	1	6	3	5	-1	0
6: COc1ccc(S(=O)(=O)N2CCN3CCCC3C2)cc1 (stereo unspecified)
    -5	-5	-0.2	-4	0	-6	-1	-1	10	-8
7: COc1ccccc1CN1CCN(Cc2cc(OC)c(OC)cc2OC)CC1
    -5	6	-0.3	0	2	5	1	-2	19	3
8: Cc1ccc(CNC(=O)C2CCN(S(=O)(=O)c3cnc[nH]3)CC2)cc1
    6	-3	0.0	-3	1	1	1	-4	8	-2
9: CC(C)(C)NC(=O)[C@H](c1cccnc1)N(C(=O)c1ccco1)c1ccc(C(C)(C)C)cc1
    /	8	/	-4	0	3	/	-1	1	-2
10: Cc1ccc(OCCCSc2n[nH]c(N)n2)cc1
    -3	3	0.0	3	0	7	-9	-4	-7	2
11: CC(C)[C@H](NS(=O)(=O)c1ccc2c(c1)OCCO2)C(=O)OCC(=O)Nc1cc(Cl)ccc1Cl
    13	2	0.4	1	3	6	2	2	-4	5
12: Nc1ccc(CN2CCOCC2)cc1
    10	1	-0.2	-4	-1	-2	-8	-2	4	-7
13: CC(=O)NC1C(OCc2cccc(Br)c2)OC(COC(C)=O)C(OC(C)=O)C1OC(C)=O (stereo unspecified)
    -8	1	0.0	-3	2	0	8	-2	4	-5
14: CCOC(=O)c1[nH]c(=O)c2ccccc2c1O
    5	-5	5.5	-34	-70	2	2	3	16	-119
15: CCC1=Nc2cc(C(=O)NCCN3CCOCC3)ccc2Sc2ccc(C)cc21
    9	-4	0.5	1	0	3	2	1	-11	-3
16: COC(=O)C1=C(C)N(c2ccc(OC)c(OC)c2)C(=O)/C1=C\c1cccs1
    -5	1	-0.1	1	-4	0	2	-3	1	6
17: COc1ccccc1CNC(=O)CCCc1ccccc1
    -4	0	0.8	-2	-1	2	-15	-2	12	-4
18: CC[C@@H](CCCCCCCn1ccc2ccccc21)CCC(=O)N(c1ccccc1)c1ccccc1
    /	3	-0.4	-1	2	0	/	0	2	0
19: O=C(NCC1CCCO1)c1cccc(NS(=O)(=O)c2ccccc2)c1 (stereo unspecified)
    -3	8	0.3	-1	-1	10	2	0	5	-5
20: CCOC(=O)C1=CCN(S(=O)(=O)c2ccc(C)cc2)C1c1ccccc1 (stereo unspecified)
    -12	10	0.7	0	-1	8	5	-3	-12	-1

# 5 records drawn at random from the list so far, as already listed:
# Values run as follows: ASAP1 GAP inh	DDE Tn7 FP inh	proKLK7 act	ADAM17 inh	PLCg1 inh	DDE Tn6 FP inh	ARFGAP1 inhibitor	LEDGF integ inh	TDP2 inh	ADAM10 inh
12: Nc1ccc(CN2CCOCC2)cc1
    10	1	-0.2	-4	-1	-2	-8	-2	4	-7
17: COc1ccccc1CNC(=O)CCCc1ccccc1
    -4	0	0.8	-2	-1	2	-15	-2	12	-4
18: CC[C@@H](CCCCCCCn1ccc2ccccc21)CCC(=O)N(c1ccccc1)c1ccccc1
    /	3	-0.4	-1	2	0	/	0	2	0
16: COC(=O)C1=C(C)N(c2ccc(OC)c(OC)c2)C(=O)/C1=C\c1cccs1
    -5	1	-0.1	1	-4	0	2	-3	1	6
19: O=C(NCC1CCCO1)c1cccc(NS(=O)(=O)c2ccccc2)c1 (stereo unspecified)
    -3	8	0.3	-1	-1	10	2	0	5	-5

# Carrying on:
# Values run as follows: ASAP1 GAP inh	DDE Tn7 FP inh	proKLK7 act	ADAM17 inh	PLCg1 inh	DDE Tn6 FP inh	ARFGAP1 inhibitor	LEDGF integ inh	TDP2 inh	ADAM10 inh
21: O=C(Cn1ncc2c(=O)oc3ccccc3c21)N1CCN(c2ccccn2)CC1
    2	-9	0.0	-1	-1	-2	12	0	6	0
22: O=C(CN1CCc2ccccc2C1)N1CCN(S(=O)(=O)c2ccccc2)CC1
    6	1	-1.1	1	3	4	0	6	-3	8
23: Cc1ccc(CN(C)C(=O)c2cccc(S(=O)(=O)N3CCCC3)c2)cc1
    0	-5	0.5	-2	-1	-4	6	2	4	-2
24: CSc1ccc(/C=N\Nc2nncn2N)cc1
    -1	7	-0.2	-5	2	0	5	40*	64*	4
25: COc1ccc(NC(=O)C2CCN(C(=O)c3cccs3)CC2)cc1
    3	-4	-0.6	-1	9.6*	-3	7	-3	-17	-9
26: Cc1ccc(C)c(Nc2nc3ccc(C)cc3n3cnnc23)c1
    -9	-4	0.5	-2	-14	-10	2	12	9	-4
27: Cc1cc(-c2nn3c(C)nnc3s2)ccc1NC(=O)C(C)(C)C
    7	1	0.7	-5	4	0	-7	3	7	-2
28: O=C(Cc1ccccc1Cl)Nc1cccc(S(=O)(=O)N2CCOCC2)c1
    1	0	-0.1	5	9.9*	-2	-7	3	-11	10
29: O=C(C=Cc1cccnc1)c1ccccc1
    -7	7	0.1	-1	0	-2	-10	-5	4	-19
30: COC(=O)[C@@]1(Cc2ccc(OC)cc2)[C@H]2c3cc(C(=O)N4CCCC4)n(C[C@H](O)CO)c3C[C@H]2CN1C(=O)c1ccccc1
    -2	-7	-0.1	-4	-5	5	3	0	2	-2
31: CC1(C)CC(=O)C2=C(C1)Nc1[nH]n(-c3ccccc3)c(=O)c1C2c1ccc2c(c1)OCO2 (stereo unspecified)
    -2	4	0.7	2	4	-7	17	2	-12	9
32: COc1ccc([C@H]2C[C@H](n3cc(COC(=O)c4ccccc4)nn3)[C@@H](O)CN2C(=O)c2cccs2)cc1
    2	6	-0.6	-4	1	-4	6	-5	-7	-12
33: CC(C)(C)[C@H]1COC(=O)[C@H](Cc2ccc(F)cc2)CC/C=C/C[C@@H](CC(=O)N[C@H](CO)Cc2ccccc2)C(=O)N1
    3	-2	-0.1	-1	-1	-1	-4	-3	-3	0
34: CC1CCCN(CCCNC(=O)c2nn(C)c3c2CSc2ccccc2-3)C1 (stereo unspecified)
    6	1	0.1	-2	3	-3	-4	1	-1	7
35: Cc1ccc2c(CN3C(=O)NC(C)(c4ccc5c(c4)OCO5)C3=O)cc(=O)oc2c1 (stereo unspecified)
    2	-3	-0.4	-5	0	0	-3	-3	7	-6
36: COc1ccc(NC(=O)Nc2ccc(CC(=O)O)cc2)cc1
    5	-2	0.0	-3	-1	-5	12	4	-6	-3
37: CCOc1cc(C(=O)NCCOC)cc(OCC)c1OCC
    -3	-3	0.6	-5	-3	-2	-4	-1	3	0
38: O=C(NCC1CCCCC1)C1CCN(C(=O)NC2CCCCC2)CC1
    -2	1	0.1	-3	1	5	-2	0	1	-8
39: CCn1cc(S(=O)(=O)NCCc2ccccc2OC)cn1
    -12	-7	0.2	-4	0	1	2	3	2	-1
40: Cc1ccc(C(=O)CSc2ccc(-c3ccccc3)nn2)cc1
    4	-3	-0.7	3	6	-3	-6	0	-6	12
41: C[C@H]1COc2cc(Br)ccc2S(=O)(=O)N1Cc1cn(Cc2ccccc2)nn1
    /	4	0.3	-3	1	3	/	-3	2	-6
42: CCN(C(=O)COC(=O)c1ccc([N+](=O)[O-])o1)C1CCCCC1
    4	-5	-0.7	-2	-2	-3	-4	2	12	-2
43: COc1ccc(OC)c(S(=O)(=O)NC2CCCCNC2=O)c1 (stereo unspecified)
    -11	7	0.2	-1	1	0	0	-1	-9	6
44: CC(COc1ccccc1)CN1CCC(C(O)(c2ccccc2)c2ccccc2)CC1 (stereo unspecified)
    /	4	0.6	3	5	5	/	-2	-5	8
45: COc1ccc(CC(NC(C)=O)C(=O)NC2CCN(c3nc(C)cc(C)c3C#N)CC2)cc1OC (stereo unspecified)
    -12	-1	0.2	-24	-8	-5	1	2	-3	-79
46: COCC(=O)NCc1nc2ccccc2n1Cc1ccccc1F
    -15	-1	-0.2	-2	2	-4	-6	-4	0	2
47: COc1cc(C#Cc2c(C=O)n(C)c3ccccc23)cc(OC)c1
    -5	-3	-0.4	-7	-28	12	7	3	-6	-22
48: CCc1cc(=O)[nH]c(SCC(=O)N2CCC(Cc3ccccc3)CC2)n1
    -3	-4	0.7	-6	-1	-5	-6	-6	-12	-7
49: COc1cc(/C=C(/C#N)C(=O)Nc2ccccc2)ccc1OCc1ccc(C(=O)O)cc1
    -5	-1	-0.2	-1	2	10	-5	-2	-6	2
50: COc1ccc(CN(C)CC(=O)Nc2ccccc2C(=O)NC2CC2)cc1
    -6	5	-0.4	-3	4	1	0	-4	0	-14
51: Cc1cc(N2CC(C(=O)Nc3nccs3)CC2=O)ccc1C(C)C (stereo unspecified)
    -8	-4	0.1	-1	-2	1	13	1	1	0

# Screening data deposited in PubChem BioAssay by The Scripps Research Institute Molecular Screening Center.

# Rows were taken by chance. About 4.2% of those tested had a hit in this group.
